# Screening results: PubChem, Sanford-Burnham Center for Chemical Genomics
# tim10-1 inh – growth inhibitors of tim10-1 mutant yeast; S. cerevisiae tim10-1 ts strain growth, BacTiter-Glo, 24 h; inhibition, % at 20 µM; 330,000 compounds, 2.2% hits;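 active = inhibition of at least 40%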;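 note: mutant grown at 25 °C; 0% = DMSO wells with yeast and 100% = wells holding no yeast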
# CXCR6 inh – CXCR6 (human) receptor inhibition; CHO-K1 PathHunter CXCR6 beta-arrestin, luminescence; inhibition, % at 20 µM; AID 602244; 360,000 compounds, 0.36% hits; O00574; in the data active = inhibition above about 34%, passing the limit was not always enough;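 note: antagonist mode with CXCL16 agonist at 10 nM final; 0% = 10 nM CXCL16 with DMSO and 100% = unstimulated wells without agonist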
# APJ antagonist – antagonists of human APJ apelin receptor. CHO-K1 APJ beta-arrestin complementation, luminescence. inhibition, % at 20 µM. 330,000 compounds, 0.32% hits. AID 2521;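 active = inhibition above about 40% at 20 µM, limit read from the data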;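 note: cells challenged with 10 nM apelin-13 agonist together with compound; plate controls were apelin-13 plus DMSO wells for no effect and DMSO wells lacking apelin-13 for full effect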
# XBP1 UPR activ – adaptive UPR (XBP1) activation | 330,000 compounds, 0.33% hits | CHO-XBP1 luciferase reporter, IRE1-XBP1 UPR activation, luminescence; percent of tunicamycin response, DMSO as zero | activation, % at 20 µM;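 active = versus positive control, 20 µM dose yields 30% or more activation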;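 note: 100% = tunicamycin at 10 µg/mL and 0% = DMSO only wells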
#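 Material: CHO cell line with stable XBP1 luciferase reporter; schedule: 16-18 h cell attachment at 37 °C, then 6 h compound exposure; signal: glow luminescence from Steady-Glo reagent; medium: serum-containing F12 medium, 10% FBS; benchmarks: tunicamycin 10 µg/mL and vehicle-only wells; read-out: percent activation relative to tunicamycin reference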
# Mdm2-MdmX inh – human Mdm2/MdmX binding inhibition. O15151+Q00987. SaOS-2 split-luciferase Mdm2/MdmX complementation, luminescence. inhibition, % at 8 µM. 330,000 compounds, 3% hits. AID 485346;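 active = inhibition of at least 50% at 8 µM in the primary screen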
# Target sequence (O15151 whole entry, looked up): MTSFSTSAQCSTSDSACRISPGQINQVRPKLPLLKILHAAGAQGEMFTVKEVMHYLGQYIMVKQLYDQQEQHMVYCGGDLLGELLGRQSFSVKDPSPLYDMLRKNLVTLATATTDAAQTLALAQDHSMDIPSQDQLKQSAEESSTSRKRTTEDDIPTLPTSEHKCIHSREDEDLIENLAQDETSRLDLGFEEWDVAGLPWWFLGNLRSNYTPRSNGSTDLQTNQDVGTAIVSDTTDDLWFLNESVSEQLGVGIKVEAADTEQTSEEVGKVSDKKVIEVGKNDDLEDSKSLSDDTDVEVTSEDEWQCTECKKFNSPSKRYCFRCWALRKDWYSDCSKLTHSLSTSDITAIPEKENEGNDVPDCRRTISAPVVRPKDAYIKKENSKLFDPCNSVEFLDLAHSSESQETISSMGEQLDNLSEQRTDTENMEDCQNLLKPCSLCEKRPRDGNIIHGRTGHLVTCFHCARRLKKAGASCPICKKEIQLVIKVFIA
# Target sequence (Q00987 whole entry, looked up): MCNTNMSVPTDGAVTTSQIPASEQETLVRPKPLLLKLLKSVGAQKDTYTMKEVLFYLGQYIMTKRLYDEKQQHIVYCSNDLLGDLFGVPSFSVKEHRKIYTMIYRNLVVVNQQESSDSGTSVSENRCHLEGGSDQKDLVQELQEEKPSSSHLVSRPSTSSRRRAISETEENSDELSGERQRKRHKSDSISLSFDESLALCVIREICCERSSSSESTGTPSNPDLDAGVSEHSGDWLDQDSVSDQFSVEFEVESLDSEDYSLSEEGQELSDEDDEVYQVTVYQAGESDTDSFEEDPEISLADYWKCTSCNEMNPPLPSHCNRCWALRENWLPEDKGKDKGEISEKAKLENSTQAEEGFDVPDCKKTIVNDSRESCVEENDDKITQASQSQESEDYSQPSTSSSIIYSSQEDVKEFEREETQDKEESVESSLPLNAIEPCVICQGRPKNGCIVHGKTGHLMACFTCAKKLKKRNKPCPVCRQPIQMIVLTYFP
# APJ ag – APJ receptor agonism; activation, % at 20 µM; P35414; CHO-K1 APJ PathHunter beta-arrestin, luminescence; 0% DMSO wells, 100% apelin; 330,000 compounds, 0.11% hits;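 active = activation more than six SD over the plate average, tested at 20 µM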;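 note: 0% = DMSO alone and 100% = apelin-13 at 10 nM; some results filed as inactive read as strong as hits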
#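 Test system: CHO-K1 APJ beta-arrestin complementation cell line | Compound: Single test compound dose, 20 µM final, 1% DMSO | Incubation: Compound 90 min 25 °C, reagent 1 h | Measured by: beta-gal luminescence | Read-out basis: APJ–arrestin association signal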
# CHOP UPR activ – activators of apoptotic arm of unfolded protein response (CHOP); CHO-CHOP luciferase reporter, UPR activation, luminescence; percent of tunicamycin response over DMSO baseline; activation, % at 10 µM; 330,000 compounds, 0.34% hits; AID 449763;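 active = at 10 µM dose, activation of 40% or more, normalized to positive control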;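 note: 100% = tunicamycin at 10 µg/mL and 0% = DMSO alone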
#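 System: CHO-CHOP luciferase reporter cell line | Buffer or medium: F12 medium containing 10% fetal bovine serum | Doses: One dose, 10 µM in 0.5% DMSO | Times: 6 h compound exposure at 37 °C after overnight seeding | Signal: Luciferase luminescence | Read-out: % activation vs tunicamycin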
# TIM10 inh – TIM10 yeast growth inhibition. inhibition, % at 10 µM. 330,000 compounds, 1.4% hits. S. cerevisiae TIM10 strain growth, BacTiter-Glo luminescence, 24 h;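 active = inhibition of 40% or more at the single tested concentration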;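 note: wild-type TIM10 isogenic control strain grown at permissive 25 °C; 0% = DMSO yeast wells and 100% = minimal medium wells without yeast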
# tim23-1 inh – tim23-1 yeast growth inhibition. inhibition, % at 20 µM. 330,000 compounds, 1.3% hits. S. cerevisiae tim23-1 growth, BacTiter-Glo luminescence, 24 h;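 active = growth inhibition of the mutant yeast at or above 50%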;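 note: temperature-sensitive mutant grown at 25 °C; plate controls were DMSO-treated mutant yeast for no effect and medium wells lacking yeast for full effect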
# * = called active by the depositor; . = no result given; & = joins results of further samples. This is a subset (hit frequency here may not be typical).
No.	Molecule	Mdm2-MdmX inh	tim10-1 inh	TIM10 inh	XBP1 UPR activ	tim23-1 inh
1	C=CCn1c(-c2cc(OC)cc(OC)c2)n[nH]c1=S	5	28	15	1	13
2	C=CCn1c(COc2ccc(Cl)cc2)nnc1SCC(=O)Nc1ccc(S(N)(=O)=O)cc1	-25	10	-9	-3	11
3	CCCCOC(=O)c1ccc(NC(C)=O)cc1	26	1	3	2	1
4	CCCCC(NC(=O)Cc1c(C)c2cc3c4c(oc3c(C)c2oc1=O)CCCC4)C(=O)O (stereo not given)	-15	14	-2	0	10
5	COC(=O)c1nc(-c2ccc(C)cc2)oc1N(C)C	-11	-10	-5	0	16
6	O=C(Nc1ccccc1)c1ccc(COc2ccccc2)cc1	-6	0	-5	1	-25
7	CCCCn1c(N)c(N(CCOC)C(=O)COC(=O)CCOc2ccccc2C)c(=O)[nH]c1=O	4	10	5	-2	-7
8	CC1=CC(C)(C)NC(=S)N1c1ccccc1C	12	16	-11	-4	13
9	Cc1ccc(-n2ncc3c2CC(C)(C)CC3NC(=O)CCN2CCCCC2=O)cc1 (stereo not given)	15	6	3	-3	12
10	Cc1cccc(NC(=O)c2ccc(CN3CCc4ccccc4C3)cc2)c1C	41	25	5	-5	24
11	COc1ccc(C2C(C(=O)Nc3ccc(F)cc3)=C(C)Nc3nc(CCCO)nn32)cc1 (stereo not given)	-6	21	8	1	17
12	COC(=O)c1ccc(NC(=S)NC2CC(C)(C)NC(C)(C)C2)cc1	-3	8	-6	0	7
13	COc1cc(/C=C/C(=O)c2ccc([N+](=O)[O-])o2)ccc1O	100*	96*	97*	-6	96*
14	N#Cc1c(SCC(=O)Nc2ccccc2C(F)(F)F)sc2c(O)cc(=O)[nH]c12	-6	9	-14	-5	10
15	COc1ccc(CN(C2CC2)S(=O)(=O)c2ccccc2Br)cc1	51*	8	-21	2	43

No.	APJ ag	CXCR6 inh	CHOP UPR activ	APJ antagonist
1	0	-5	3.3	9
2	-2	-7	5.1	-25
3	-2	1	4.9	-4
4	1	-7	-0.4	-5
5	-1	-7	0.0	3
6	-4	-4	3.3	16
7	-2	2	1.6	17
8	-8	1&10	1.0	-22
9	3	3	0.6	-15
10	-1	1	-1.0	5
11	-2	-1	-1.2	7
12	-2	-1	0.9	13
13	2	15	94*	-54
14	2	-2	-0.8	2
15	.	2	2.8	.

# The final two records of the part before come first, to join the parts.
No.	Molecule	Mdm2-MdmX inh	tim10-1 inh	TIM10 inh	XBP1 UPR activ	tim23-1 inh
14	N#Cc1c(SCC(=O)Nc2ccccc2C(F)(F)F)sc2c(O)cc(=O)[nH]c12	-6	9	-14	-5	10
15	COc1ccc(CN(C2CC2)S(=O)(=O)c2ccccc2Br)cc1	51*	8	-21	2	43
16	CC(=O)OCC(COC(C)=O)OC(C)=O	-18	-12	6	-1	7
17	COc1ccc(NC(=O)N2CCN(S(C)(=O)=O)CC2)c(OC)c1	1	-5	0	-1	0
18	CCOC(=O)C1CCN(C(=O)c2oc3ccc(S(=O)(=O)N4CC(C)CC(C)C4)cc3c2C)CC1 (stereo not given)	14	23	7	-3	33
19	c1ccc(COc2ccc(OCCN3CCCCC3)cc2)cc1	1	-76	-42	1	-57
20	COc1ccc(/C=N/NC(=O)c2nc(Cl)c(Cl)c(N)c2Cl)cc1COc1ccc(F)cc1F	24	1	11	6	4
21	CC(=O)N1c2ccc(S(=O)(=O)NCC3CCC(C(=O)NCc4ccc(C)cc4)CC3)cc2CC1C (stereo not given)	15	19	16	-4	10
22	COc1ccc(NC(=O)CN(Cc2ccccc2)S(C)(=O)=O)cc1	-25	17	12	0	25
23	Cc1ccc(S(=O)(=O)CCC(=O)NCc2ccccc2)cc1	0	15	-15	0	-6
24	Cc1c([N+](=O)[O-])cc(C(=O)Nc2ccc3ncccc3c2)cc1[N+](=O)[O-]	13	-7	-4	2	9
25	Cc1cc(SCc2cc(=O)n3ccsc3n2)nc2ccccc12	11	-17	-7	2	22
26	Fc1ccc(C2CCCN2Cc2nc(Cc3ccccc3F)no2)cc1 (stereo not given)	-7	19	-4	-3	34
27	Cc1ccc(C(=O)COc2ccc3c(C)cc(=O)oc3c2)cc1	7	16	17	-2	21
28	CCOC(=O)NC(=O)COC(=O)Cc1cc(OC)c(OC)c(OC)c1	-12	10	-4	0	5
29	CC(=O)c1cccc(-c2ccc3c(=O)[nH]c(Nc4ccccc4)cc3c2)c1	-1	-4	-5	1	10
30	Cc1cnc(NC(=O)CSc2nnc(C)s2)s1	-6	16	-17	4	-4

No.	APJ ag	CXCR6 inh	CHOP UPR activ	APJ antagonist
14	2	-2	-0.8	2
15	.	2	2.8	.
16	-1	0	1.0	15
17	-2	5	-0.4	-3
18	4	8	0.9	1
19	0	-2	4.5	-25
20	0	4	2.6	-9
21	7	1	2.7	9
22	-3	0	0.0	-4
23	0	2	3.5	8
24	-2	-18	2.6	-23
25	-1	-4	1.5	4
26	-1	6	-0.5	11
27	-2	0	1.2	13
28	1	-2	2.1	4
29	31	-12	0.3	-30
30	2	-4	-1.1	10

# More entries
No.	Molecule	Mdm2-MdmX inh	tim10-1 inh	TIM10 inh	XBP1 UPR activ	tim23-1 inh
31	O=[N+]([O-])c1ccc2nc(-c3ccc(OC(F)F)cc3)cn2c1	-172	-15	-12	6	-5
32	O=C(Nc1nc2ccccc2[nH]1)c1cccc(F)c1	-73	7	6	-3	21
33	Cc1ccc(N2CC(C(=O)Nc3cc(Cl)ccc3-n3cncn3)CC2=O)cc1 (stereo not given)	9	2	1	-6	-5
34	COCc1cc(C)nc(OCC(=O)N/N=C/c2ccc(O)cc2O)c1C#N	-13	0	4	-1	-3
35	N/C(=N\c1nc(CSc2ccccn2)cc(=O)[nH]1)Nc1ccc(Cl)cc1Cl	64*	-11	-2	32*	-17
36	COc1ccc(NS(=O)(=O)c2cc(NC(=O)CCNC(C)=O)ccc2N2CCOCC2)cc1	-4	6	9	-2	-3
37	CCOC(=O)C1CCN(C(=O)c2ccc3nc(-c4ccc(OC)cc4)c(-c4ccc(OC)cc4)nc3c2)CC1	9	34	6	4	26
38	COc1ccc(-n2nc([N+](=O)[O-])c(=NCCCN3CCCC3=O)n2O)cc1	-6	-4	-4	-1	18
39	Cc1ccc(CN2CC(C(=O)N3CCN(c4ccccc4O)CC3)CC2=O)cc1 (stereo not given)	18	-21	1	-4	-29
40	Cc1ccc(C(=O)Nc2ccc(C(=O)/C=C/c3cccs3)cc2)cc1	-29	12	1	0	6
41	COC(=O)C(=O)/C=C(\O)c1ccc(C)cc1	-8	-4	-9	-1	10
42	O=C(Nc1ccccc1)C1CCCN1/C=C/C(=O)C(F)(F)F (stereo not given)	1	5	0	2	-1
43	CCN(CC)c1ccc(NC(=O)CSc2nc3ccccc3c(=O)[nH]2)cc1	13	-6	10	-2	7
44	Cc1ccc(-c2ccnc3nc(-n4cccc4)nn23)o1	-8	29	16	0	13
45	CSc1nnc(C)c(=O)n1COC(=O)COc1ccc2ccccc2c1	6	3	2	-6	5

No.	APJ ag	CXCR6 inh	CHOP UPR activ	APJ antagonist
31	1	-9	3.0	-39
32	1	-7	1.3	16
33	-4	-10	0.7	-17
34	-2	2	1.0	-14
35	1	2	-3.0	-4
36	-6	0	-1.6	8
37	-6	24	-0.8	29
38	9	-11	-2.0	-97
39	1	-6	-0.5	-8
40	5	4	2.1	-7
41	3	13	1.2	-5
42	-1	-1	1.7	17
43	-6	6	-0.6	4
44	-3	4	1.1	3
45	-2	-8	-0.2	2

# Entries above containing four or more nitrogen atoms (14):
No.	Molecule	Mdm2-MdmX inh	tim10-1 inh	TIM10 inh	XBP1 UPR activ	tim23-1 inh
2	C=CCn1c(COc2ccc(Cl)cc2)nnc1SCC(=O)Nc1ccc(S(N)(=O)=O)cc1	-25	10	-9	-3	11
7	CCCCn1c(N)c(N(CCOC)C(=O)COC(=O)CCOc2ccccc2C)c(=O)[nH]c1=O	4	10	5	-2	-7
9	Cc1ccc(-n2ncc3c2CC(C)(C)CC3NC(=O)CCN2CCCCC2=O)cc1 (stereo not given)	15	6	3	-3	12
11	COc1ccc(C2C(C(=O)Nc3ccc(F)cc3)=C(C)Nc3nc(CCCO)nn32)cc1 (stereo not given)	-6	21	8	1	17
20	COc1ccc(/C=N/NC(=O)c2nc(Cl)c(Cl)c(N)c2Cl)cc1COc1ccc(F)cc1F	24	1	11	6	4
24	Cc1c([N+](=O)[O-])cc(C(=O)Nc2ccc3ncccc3c2)cc1[N+](=O)[O-]	13	-7	-4	2	9
30	Cc1cnc(NC(=O)CSc2nnc(C)s2)s1	-6	16	-17	4	-4
33	Cc1ccc(N2CC(C(=O)Nc3cc(Cl)ccc3-n3cncn3)CC2=O)cc1 (stereo not given)	9	2	1	-6	-5
34	COCc1cc(C)nc(OCC(=O)N/N=C/c2ccc(O)cc2O)c1C#N	-13	0	4	-1	-3
35	N/C(=N\c1nc(CSc2ccccn2)cc(=O)[nH]1)Nc1ccc(Cl)cc1Cl	64*	-11	-2	32*	-17
36	COc1ccc(NS(=O)(=O)c2cc(NC(=O)CCNC(C)=O)ccc2N2CCOCC2)cc1	-4	6	9	-2	-3
38	COc1ccc(-n2nc([N+](=O)[O-])c(=NCCCN3CCCC3=O)n2O)cc1	-6	-4	-4	-1	18
43	CCN(CC)c1ccc(NC(=O)CSc2nc3ccccc3c(=O)[nH]2)cc1	13	-6	10	-2	7
44	Cc1ccc(-c2ccnc3nc(-n4cccc4)nn23)o1	-8	29	16	0	13

No.	APJ ag	CXCR6 inh	CHOP UPR activ	APJ antagonist
2	-2	-7	5.1	-25
7	-2	2	1.6	17
9	3	3	0.6	-15
11	-2	-1	-1.2	7
20	0	4	2.6	-9
24	-2	-18	2.6	-23
30	2	-4	-1.1	10
33	-4	-10	0.7	-17
34	-2	2	1.0	-14
35	1	2	-3.0	-4
36	-6	0	-1.6	8
38	9	-11	-2.0	-97
43	-6	6	-0.6	4
44	-3	4	1.1	3
